CendR NRP1 mod = alters CendR peptide binding to human NRP-1 | O14786 | FAM-RPARPAR peptide binding to NRP-1, fluorescence polarization | inhibition, % at 25 µM | 360,000 compounds, 0.85% hits;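 active = inhibition or corrected inhibition above about 18%, plus a signal ratio from 0.5 to 1.5, limit read from the data, passing the limit was not always enough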; note: strong numbers were not always called active
Target sequence (O14786 whole entry, looked up): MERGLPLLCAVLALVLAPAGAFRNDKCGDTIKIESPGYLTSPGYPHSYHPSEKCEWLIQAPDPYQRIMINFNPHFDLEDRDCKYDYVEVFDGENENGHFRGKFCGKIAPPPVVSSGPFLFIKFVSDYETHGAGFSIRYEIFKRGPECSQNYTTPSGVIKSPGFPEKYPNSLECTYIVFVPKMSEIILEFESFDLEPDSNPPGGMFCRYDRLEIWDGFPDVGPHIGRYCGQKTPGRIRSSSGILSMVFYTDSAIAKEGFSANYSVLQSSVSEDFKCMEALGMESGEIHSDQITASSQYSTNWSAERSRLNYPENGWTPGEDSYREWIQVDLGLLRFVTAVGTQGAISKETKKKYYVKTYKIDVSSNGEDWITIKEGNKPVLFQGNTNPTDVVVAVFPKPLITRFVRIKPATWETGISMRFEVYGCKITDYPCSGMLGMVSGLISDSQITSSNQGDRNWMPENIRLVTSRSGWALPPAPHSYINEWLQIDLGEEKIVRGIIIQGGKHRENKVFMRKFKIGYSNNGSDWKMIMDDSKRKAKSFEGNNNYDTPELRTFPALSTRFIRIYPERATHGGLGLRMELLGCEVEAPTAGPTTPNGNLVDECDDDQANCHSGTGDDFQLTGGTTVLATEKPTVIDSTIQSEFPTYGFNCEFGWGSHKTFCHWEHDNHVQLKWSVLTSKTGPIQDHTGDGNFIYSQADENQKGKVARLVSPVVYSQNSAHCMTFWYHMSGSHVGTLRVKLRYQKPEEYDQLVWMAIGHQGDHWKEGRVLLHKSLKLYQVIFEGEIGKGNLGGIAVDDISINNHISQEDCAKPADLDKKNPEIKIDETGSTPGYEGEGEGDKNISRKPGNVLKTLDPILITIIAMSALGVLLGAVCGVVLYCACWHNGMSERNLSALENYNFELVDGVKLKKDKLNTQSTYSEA
Scp-1 inhibitor = Scp-1 (human) phosphatase inhibition; 340,000 compounds, 0.88% hits; Recombinant Scp1, phosphopeptide, malachite green phosphate absorbance; inhibition, % at 20 µM;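 active = inhibition above about 50% at 20 µM, limit read from the data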;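 note: plate controls were DMSO wells with enzyme for no effect and wells lacking enzyme for full effect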
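Test system – truncated SCP-1 phosphatase (76-261aa) · Reagent – Phosphorylated 17-residue peptide substrate · Incubation – 45 min room-temperature reaction, 5 min colour, 30 min stabiliser · Detection – colorimetric phosphate reagent with accelerator and stabiliser, absorbance at 630 nm · Measure – % inhibition at 20 µM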
NadD block = NadD (S. aureus) enzyme inhibition | purified NadD enzyme, colorimetric absorbance read-out | inhibition, % at 20 µM | 360,000 compounds, 0.78% hits; in the data active = inhibition above about 26%; note: some compounds past the cut are filed as inactive
Rpn11 block = blocks the human proteasome subunit Rpn11 | human 26S proteasome, Ub4-pepOG fluorescence polarization; 20S core pre-blocked with epoxomicin | calls only at 20 µM | 360,000 compounds, 0.59% hits;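 active = inhibition at 20 µM, scaled to each plate's controls, above about 33%, limit read from the data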
DNMT1 inh = DNMT1 (human) enzyme inhibition. DNMT1 molecular beacon, Hinp1I cleavage, fluorescence. inhibition (reported as % activation of signal), % at 10 µM. 360,000 compounds, 0.83% hits. AID 588458; in the data active = inhibition above about 50%
MT1-MMP act inh = inhibitors of human MT1-MMP activation; P50281; HT1080 RFP-PRO-GFP cells, GFP/RFP ratio fluorescence, overnight; percent of plate control window, DMSO zero; GFP/RFP ratio change, % at 20 µM; 360,000 compounds, 0.061% hits; AID 651647;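 active = GFP/RFP ratio change of at least 30% with cell ATP level not reduced by more than half and red fluorescence within 50% of control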; note: strong numbers were not always called active
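Material: RFP-PRO-GFP reporter HT1080 cells. Dosing: single-point 20 µM compound, 1% DMSO. Controls: DMSO and RFP-L50D-GFP cell wells. Timing: cells overnight before dosing, compound overnight, 37 °C, 5% CO2. Measure: GFP/RFP fluorescence ratio.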
LMPTP inh = blocks human LMPTP phosphatase | P24666 | recombinant LMPTP-A, OMFP fluorogenic substrate, fluorescence intensity | inhibition, % at 20 µM | 360,000 compounds, 0.22% hits;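 active = compounds that cut the enzyme signal by at least half of the control window in the single-dose screen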;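 note: plate controls were DMSO wells with enzyme plus substrate for no effect and substrate without enzyme for full effect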
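Test system: LMPTP-A, protein tyrosine phosphatase of low molecular weight; Input: 0.625 nM enzyme; Incubation: 50 min dark incubation at room temperature; Signal: endpoint fluorescence intensity from OMFP dephosphorylation; Read-out basis: % inhibition versus control wells.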
STEP inh = inhibitors of human striatal-enriched phosphatase STEP. recombinant STEP, OMFP fluorogenic substrate, fluorescence. inhibition, % at 20 µM. 360,000 compounds, 0.25% hits. AID 588621;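 active = inhibition at 20 µM, scaled per plate between control wells, above about 37%, limit read from the data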;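 note: 0% = DMSO with enzyme and substrate and 100% = substrate only without enzyme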
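System: STEP (striatal-enriched tyrosine phosphatase) enzyme, cell-free; medium: Bis-Tris pH 6.0 buffer with DTT, detergent; dosing: 20 µM, 1% DMSO; times: reaction 20 min, ambient temperature; detection: fluorescence, 480/540 nm; read-out basis: normalized % inhibition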
SUMO1 PPI mod = alters human SUMO1 binding to SIM partners; SUMO1 binding to a labelled peptide, TR-FRET, 1 h; inhibition, % at 20 µM; 360,000 compounds, 0.33% hits; in the data active = inhibition above about 37%
Target sequence (P63165 whole entry, looked up): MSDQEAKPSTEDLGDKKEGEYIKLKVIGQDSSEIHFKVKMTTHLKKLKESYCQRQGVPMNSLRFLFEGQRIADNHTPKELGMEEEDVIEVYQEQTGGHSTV
SKN-1 inh = inhibitors of C. elegans SKN-1. inhibition, % at 21.8 µM. C. elegans VP596 Pgst-4::GFP/RFP ratio, acrylamide-induced, 24 h. 360,000 compounds, 0.49% hits. AID 624304;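 active = interference check ratio from 0.5 to 1.5 plus GFP to RFP signal ratio inhibition reaching or exceeding a fixed threshold, cut at about 30% in these data, passing the limit was not always enough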; note: some compounds called inactive have numbers as strong as hits
* = called active by the depositor.

Start of the data: the first two entries as a preview:
How did CC1CCc2nc(NC(=O)C3CCCO3)sc2C1 (configuration not stated) do in these assays?
CendR NRP1 mod: 0; Scp-1 inhibitor: 9; NadD block: 2; Rpn11 block: inactive; DNMT1 inh: -3; MT1-MMP act inh: 0; LMPTP inh: -0.2; STEP inh: 18; SUMO1 PPI mod: 4; SKN-1 inh: 11

Results for C/C(=N\OCc1ccc(C#N)cc1)c1cc2ccccc2o1 ?
CendR NRP1 mod: 3; Scp-1 inhibitor: -20; NadD block: -9; Rpn11 block: inactive; DNMT1 inh: -2; MT1-MMP act inh: 5; LMPTP inh: 6.8; STEP inh: 2; SUMO1 PPI mod: -8; SKN-1 inh: 54*

The whole of this part, repeating the preview:
How did CC1CCc2nc(NC(=O)C3CCCO3)sc2C1 (configuration not stated) do in these assays?
CendR NRP1 mod: 0; Scp-1 inhibitor: 9; NadD block: 2; Rpn11 block: inactive; DNMT1 inh: -3; MT1-MMP act inh: 0; LMPTP inh: -0.2; STEP inh: 18; SUMO1 PPI mod: 4; SKN-1 inh: 11

Results for C/C(=N\OCc1ccc(C#N)cc1)c1cc2ccccc2o1 ?
CendR NRP1 mod: 3; Scp-1 inhibitor: -20; NadD block: -9; Rpn11 block: inactive; DNMT1 inh: -2; MT1-MMP act inh: 5; LMPTP inh: 6.8; STEP inh: 2; SUMO1 PPI mod: -8; SKN-1 inh: 54*

How did COc1ccccc1C(=O)NC(=O)COc1ccc(Cl)cc1Cl do in these assays?
CendR NRP1 mod: -11; Scp-1 inhibitor: -3; NadD block: -3; Rpn11 block: inactive; DNMT1 inh: 0; MT1-MMP act inh: 8; LMPTP inh: 1.9; STEP inh: 3; SUMO1 PPI mod: 0; SKN-1 inh: 10

How did COc1ccccc1NC(=O)CCN1CCN(C)CC1 do in these assays?
CendR NRP1 mod: -3; Scp-1 inhibitor: -8; NadD block: 2; Rpn11 block: inactive; DNMT1 inh: -1; MT1-MMP act inh: 1; LMPTP inh: -2.9; STEP inh: -2; SUMO1 PPI mod: 1; SKN-1 inh: 0

How did CCc1ccc(NC(=O)CC2C(=O)NCCN2C(=O)c2ccc(F)cc2)cc1 (configuration not stated) do in these assays?
CendR NRP1 mod: 18; Scp-1 inhibitor: 10; NadD block: -8; Rpn11 block: inactive; DNMT1 inh: 2; MT1-MMP act inh: 0; LMPTP inh: 0.3; STEP inh: -5; SUMO1 PPI mod: -2; SKN-1 inh: 10

What do the screens show for `O=C1CCN(Cc2ccc(O)cc2)CCN1[C@H](CO)c1ccccc1`?
CendR NRP1 mod: -1; Scp-1 inhibitor: -6; NadD block: -7; Rpn11 block: inactive; DNMT1 inh: 4; MT1-MMP act inh: -2; LMPTP inh: -2.5; STEP inh: -2; SUMO1 PPI mod: 1; SKN-1 inh: -2

Results for CCCn1c(C(C)NC(C)=O)nc2ccccc21 (configuration not stated) ?
CendR NRP1 mod: 1; Scp-1 inhibitor: -6; NadD block: 4; Rpn11 block: inactive; DNMT1 inh: 1; MT1-MMP act inh: -3; LMPTP inh: 1.7; STEP inh: 0; SUMO1 PPI mod: -5; SKN-1 inh: -6

What do the screens show for `CC(Oc1ccc(Br)cc1)C(=O)N1CCN(c2ccccn2)CC1` (configuration not stated)?
CendR NRP1 mod: -3; Scp-1 inhibitor: -2; NadD block: 0; Rpn11 block: inactive; DNMT1 inh: 3; MT1-MMP act inh: 2; LMPTP inh: 0.4; STEP inh: 2; SUMO1 PPI mod: 5; SKN-1 inh: 13

Results for COC(=O)Cc1ccc(NC(=S)NNC(=O)C2CC2)cc1 ?
CendR NRP1 mod: -8; Scp-1 inhibitor: 4; NadD block: -7; Rpn11 block: inactive; DNMT1 inh: -4; MT1-MMP act inh: 4; LMPTP inh: -1.1; STEP inh: -2; SUMO1 PPI mod: 1; SKN-1 inh: -10

What do the screens show for `C[C@H](NC(=O)c1[nH]cnc1C(=O)Nc1ccccc1)C(=O)OC(C)(C)C`?
CendR NRP1 mod: 4; Scp-1 inhibitor: 6; NadD block: 5; Rpn11 block: inactive; DNMT1 inh: 4; MT1-MMP act inh: -1; LMPTP inh: 1.0; STEP inh: -1; SUMO1 PPI mod: 1; SKN-1 inh: 4

How did O=C(NCCc1csc(-c2ccccc2)n1)c1ccc(Br)o1 do in these assays?
CendR NRP1 mod: 1; Scp-1 inhibitor: -9; NadD block: -1; Rpn11 block: inactive; DNMT1 inh: -2; MT1-MMP act inh: -1; LMPTP inh: 0.9; STEP inh: 0; SUMO1 PPI mod: -2; SKN-1 inh: 6

How did CCN(C(=O)c1cc2c(s1)-c1ccccc1OC2)c1cc(OC)ccc1OC do in these assays?
CendR NRP1 mod: 2; Scp-1 inhibitor: -8; NadD block: -10; Rpn11 block: inactive; DNMT1 inh: -1; MT1-MMP act inh: -3; LMPTP inh: 4.8; STEP inh: 1; SUMO1 PPI mod: -4; SKN-1 inh: -16

Results for Cc1ccccc1-c1nc(CS(=O)(=O)CC(=O)NCCCN2CCN(C)CC2)c(C)o1 ?
CendR NRP1 mod: 10; Scp-1 inhibitor: -4; NadD block: -13; Rpn11 block: inactive; DNMT1 inh: 1; MT1-MMP act inh: -1; LMPTP inh: -5.3; STEP inh: -2; SUMO1 PPI mod: -2; SKN-1 inh: -1

How did COc1ccc(NS(=O)(=O)c2cc3c(cc2C)N(C(C)=O)CCO3)cc1OC do in these assays?
CendR NRP1 mod: -8; Scp-1 inhibitor: -1; NadD block: 1; Rpn11 block: inactive; DNMT1 inh: -1; MT1-MMP act inh: 0; LMPTP inh: 0.3; STEP inh: -2; SUMO1 PPI mod: -2; SKN-1 inh: 98

What do the screens show for `Cc1ccc(SCC(=O)O/N=C(\N)c2cccc([N+](=O)[O-])c2)cc1`?
CendR NRP1 mod: -1; Scp-1 inhibitor: -11; NadD block: -8; Rpn11 block: inactive; DNMT1 inh: 0; MT1-MMP act inh: 0; LMPTP inh: 0.9; STEP inh: 11; SUMO1 PPI mod: -15; SKN-1 inh: 14

How did COCCNC(=O)C(c1ccc(F)cc1)N(CCOC)C(=O)CCC(=O)Nc1ccccn1 (configuration not stated) do in these assays?
CendR NRP1 mod: 10; Scp-1 inhibitor: -5; NadD block: 1; Rpn11 block: inactive; DNMT1 inh: -1; MT1-MMP act inh: 0; LMPTP inh: -1.9; STEP inh: 0; SUMO1 PPI mod: 4; SKN-1 inh: -2

What do the screens show for `CC(C)NC(=O)C1(C#N)C=C1c1ccccc1` (configuration not stated)?
CendR NRP1 mod: 8; NadD block: 3; MT1-MMP act inh: -3; LMPTP inh: -1.9; SUMO1 PPI mod: -4; SKN-1 inh: 12

What do the screens show for `O=C(c1c[nH]c2ccc(S(=O)(=O)N3CCOCC3)cc2c1=O)N1CCN(c2ccccn2)CC1`?
CendR NRP1 mod: -7; Scp-1 inhibitor: -7; NadD block: 1; Rpn11 block: inactive; DNMT1 inh: 0; MT1-MMP act inh: 0; LMPTP inh: -0.8; STEP inh: -3; SUMO1 PPI mod: 0; SKN-1 inh: 7

What do the screens show for `Cc1ccc(NC(=O)NC(=O)N(C(C)C)S(C)(=O)=O)nc1`?
CendR NRP1 mod: 3; Scp-1 inhibitor: -3; NadD block: 0; Rpn11 block: inactive; DNMT1 inh: 3; MT1-MMP act inh: 0; LMPTP inh: -1.8; STEP inh: 1; SUMO1 PPI mod: -5; SKN-1 inh: -11

Results for CCCCCn1c(CN2CCN(Cc3ccccc3)CC2)nc2c1c(=O)n(C)c(=O)n2C ?
CendR NRP1 mod: 0; Scp-1 inhibitor: -11; NadD block: 1; Rpn11 block: inactive; DNMT1 inh: -21; MT1-MMP act inh: 5; LMPTP inh: -0.6; STEP inh: 1; SUMO1 PPI mod: -1; SKN-1 inh: 10

What do the screens show for `COc1ccc(N2CCN(CCNC(=O)CCC(=O)NNc3nc4ccccc4c4nc(C)nn34)CC2)cc1`?
CendR NRP1 mod: 0; Scp-1 inhibitor: -11; NadD block: -6; Rpn11 block: inactive; DNMT1 inh: 3; MT1-MMP act inh: 1; LMPTP inh: -1.5; STEP inh: -2; SUMO1 PPI mod: 5; SKN-1 inh: 1

What do the screens show for `CCOC(=O)/C(C#N)=C/Nc1cc(C(=O)OCC)cc2c(OC)c(OC)ccc12`?
CendR NRP1 mod: 3; Scp-1 inhibitor: -2; NadD block: -8; Rpn11 block: inactive; DNMT1 inh: 30; MT1-MMP act inh: 6; LMPTP inh: -0.8; STEP inh: -1; SUMO1 PPI mod: -7; SKN-1 inh: 4

Results for O=C(Nc1ccc(O)c2c(=O)cc(-c3ccccc3Cl)oc12)c1ccc(Cl)c(Cl)c1 ?
CendR NRP1 mod: 10; Scp-1 inhibitor: -3; NadD block: 6; Rpn11 block: inactive; DNMT1 inh: 27; MT1-MMP act inh: 2; LMPTP inh: 1.8; STEP inh: 0; SUMO1 PPI mod: 3; SKN-1 inh: 11

How did Cc1ccc(CSC2=NCCN2C(=O)C(C)Oc2ccccc2)cc1 (configuration not stated) do in these assays?
CendR NRP1 mod: 7; Scp-1 inhibitor: 2; NadD block: -2; Rpn11 block: inactive; DNMT1 inh: -1; MT1-MMP act inh: -3; LMPTP inh: -1.6; STEP inh: 1; SUMO1 PPI mod: 0; SKN-1 inh: -7

How did COc1ccc(OC)c(-c2csc(N(CC3CCCO3)C(=O)Cc3ccccc3)n2)c1 (configuration not stated) do in these assays?
CendR NRP1 mod: 9; Scp-1 inhibitor: -8; NadD block: 5; Rpn11 block: inactive; DNMT1 inh: 1; MT1-MMP act inh: -7; LMPTP inh: 4.0; STEP inh: 3; SUMO1 PPI mod: -1; SKN-1 inh: 5

Results for CC(C)CC(=O)NCc1ccc(F)cc1 ?
CendR NRP1 mod: -3; Scp-1 inhibitor: -5; NadD block: 0; Rpn11 block: inactive; DNMT1 inh: 1; MT1-MMP act inh: -1; LMPTP inh: 0.6; STEP inh: 1; SUMO1 PPI mod: -3; SKN-1 inh: -8

Results for C[C@]12c3[nH]c4ccccc4c3CCN1C(=O)C(CC(=O)NCCc1ccccn1)C[C@@H]2C(=O)N1CCCCC1 (some centres not stated) ?
CendR NRP1 mod: 0; Scp-1 inhibitor: -8; NadD block: 3; Rpn11 block: inactive; DNMT1 inh: 3; MT1-MMP act inh: -3; LMPTP inh: -6.0; STEP inh: -1; SUMO1 PPI mod: -2; SKN-1 inh: -13

What do the screens show for `COc1ccc(-c2ccc3c(c2)S(=O)(=O)c2cccc(C(=O)O)c2C3=O)cc1OC`?
CendR NRP1 mod: -13; Scp-1 inhibitor: -3; NadD block: -5; Rpn11 block: inactive; DNMT1 inh: 5; MT1-MMP act inh: 2; LMPTP inh: -0.1; STEP inh: 4; SUMO1 PPI mod: -17; SKN-1 inh: 1

Results for CN(c1ccc(C(=O)Nc2cccnc2)cc1)S(=O)(=O)c1ccccc1 ?
CendR NRP1 mod: 15; Scp-1 inhibitor: 3; NadD block: 5; Rpn11 block: inactive; DNMT1 inh: 0; MT1-MMP act inh: -1; LMPTP inh: -1.6; STEP inh: -1; SUMO1 PPI mod: 5; SKN-1 inh: 14

Source: PubChem BioAssay
